Source: PubChem
TRPML3 ag: human TRPML3 channel agonists, primary screen, cell-based, HEK293 TRPML3-YFP, Fluo-8 calcium fluorescence, 3 µM; 100% = the carbachol control signal; activation, % at 3 µM; Mucolipin-3 (Homo sapiens), Q8TDD5; 0.29% of 220,000 active;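 active means activation above its plate's cutoff, the mean activation of the plate's test wells plus 3 SD, cut at about 12% in these data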;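 further: 0% = DMSO only wells and 100% = carbachol wells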
Target sequence (Q8TDD5 whole entry, looked up): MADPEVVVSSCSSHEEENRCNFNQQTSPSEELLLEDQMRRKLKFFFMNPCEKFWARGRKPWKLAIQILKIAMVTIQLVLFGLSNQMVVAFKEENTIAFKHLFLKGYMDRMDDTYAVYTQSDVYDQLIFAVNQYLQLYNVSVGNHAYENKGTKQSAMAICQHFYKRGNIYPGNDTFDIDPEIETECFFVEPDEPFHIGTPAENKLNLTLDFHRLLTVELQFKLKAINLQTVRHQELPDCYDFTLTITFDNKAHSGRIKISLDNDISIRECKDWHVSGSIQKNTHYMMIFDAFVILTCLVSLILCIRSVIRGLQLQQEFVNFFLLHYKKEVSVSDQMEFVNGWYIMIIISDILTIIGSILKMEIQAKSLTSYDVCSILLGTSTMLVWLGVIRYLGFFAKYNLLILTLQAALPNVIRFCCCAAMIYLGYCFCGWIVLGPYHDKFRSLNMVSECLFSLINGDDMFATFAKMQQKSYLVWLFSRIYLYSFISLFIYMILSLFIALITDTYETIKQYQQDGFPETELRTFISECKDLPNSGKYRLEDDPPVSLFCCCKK
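Test system: HEK293 cells stably carrying human TRPML3-YFP; Doses: single dose, 3 µM final nominal compound, 0.3% DMSO final; Schedule: dye loading 1 h 37 °C then 30 min ambient, 125 s read; Technique: Fluo-8 calcium fluorescence; Benchmarks: high control carbachol 87 µM, low control DMSO.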
zfTRPN1 agonist: zebrafish TRPN1 channel agonists, primary screen, cell-based, HEK293, calcium fluorescence | transient receptor potential cation channel N1 (TRPN1/NompC), Danio rerio | HEK293 zebrafish TRPN1-YFP, Fluo-8 calcium fluorescence; 100% = response to 87 µM carbachol | activation, % at 3 µM | 0.18% of 220,000 active | AID 1424, 2008;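 active means activation above its plate's cutoff, the mean activation of test wells on that plate plus 3 SD, cut at about 19% in these data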;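 further: 0% = DMSO alone and 100% = 87 µM carbachol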
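Control set: carbachol 87 µM as high control, DMSO as low control; system: HEK293 stable line with zebrafish TRPN1-YFP; read-out: % activation versus carbachol response; detection: intracellular calcium fluorescence with Fluo-8; doses: single test compound dose, 3 µM nominal, 0.3% DMSO; schedule: dye 1 h 37 °C plus 30 min RT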
NPY-Y1 PAM-ag: NPY-Y1 receptor potentiators or agonists, primary screen, cell-based; Neuropeptide Y receptor type 1 (Homo sapiens), P25929; NPY-Y1 expressing cells, potentiator/agonist activation; activation, % at 3.6 µM; 0.37% of 220,000 active; AID 1304, 2008; in the data active means activation above about 33%, passing the limit was not always enough;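 further: cells stimulated with NPY at EC10 then isoproterenol at EC100; 0% = low agonist plus stimulus and 100% = saturating agonist plus stimulus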
EP2 mod: EP2 receptor modulators, cAMP readout, primary screen, cell-based, HTRF cAMP, PGE2 stimulation; Prostaglandin E2 receptor EP2 subtype (Homo sapiens), P43116; EP2-expressing cells, cAMP HTRF FRET, PGE2 co-stimulation; induction, % at 25 µM; 0.83% of 260,000 active; AID 940, 2007;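 active means compounds whose cAMP rise, as percent of the full-agonist control response, exceeds 60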;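 further: rat C6 glioma line stably carrying human EP2 under a CMV promoter; the protocol text gives 20 µM as final concentration; 100% = response of wells given 1 µM PGE2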
S1P4 ag: S1P4 receptor agonists, primary screen, cell-based. Sphingosine 1-phosphate receptor 4 (Homo sapiens), O95977. S1P4-expressing cell line, agonist reporter assay. activation, % at 4.98 µM. 0.35% of 220,000 active. AID 1509, 2009; in the data active means activation above about 11%;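 further: 0% = DMSO vehicle and 100% = reference agonist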
Target sequence (O95977 whole entry, looked up): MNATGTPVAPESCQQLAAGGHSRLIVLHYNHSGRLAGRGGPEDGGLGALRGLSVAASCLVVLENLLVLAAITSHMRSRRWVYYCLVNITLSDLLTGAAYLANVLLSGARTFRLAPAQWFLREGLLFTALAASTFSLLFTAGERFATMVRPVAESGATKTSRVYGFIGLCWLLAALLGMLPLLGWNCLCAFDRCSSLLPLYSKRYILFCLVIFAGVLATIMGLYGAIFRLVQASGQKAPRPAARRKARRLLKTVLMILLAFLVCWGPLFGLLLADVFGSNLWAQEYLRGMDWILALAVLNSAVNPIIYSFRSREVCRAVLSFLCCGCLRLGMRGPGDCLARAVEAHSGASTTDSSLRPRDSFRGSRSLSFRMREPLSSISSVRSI
CHOP inh: inhibitors of CHOP promoter induction, primary screen, cell-based, unfolded protein response, luciferase reporter | CHO-K1 CHOP-promoter luciferase, tunicamycin-induced, 15-18 h | inhibition, % at 10 µM | 3.8% of 220,000 active;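 active means compounds that reduced the stress-induced luciferase reporter signal by more than about 70% of percent inhibition, limit read from the data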;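 further: 0% = tunicamycin plus vehicle and 100% = wells without tunicamycin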
S1P4 antagonist: S1P4 receptor antagonists, primary screen, cell-based. inhibition, % at 4.98 µM. 0.26% of 220,000 active. Sphingosine 1-phosphate receptor 4 (Homo sapiens), O95977. AID 1510, 2009. S1P4-expressing cells, antagonist mode, reporter read-out; in the data active means inhibition above about 29%;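 further: 0% = wells stimulated with agonist and 100% = vehicle wells without agonist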
NPY-Y2 PAM-ag: NPY-Y2 potentiators or agonists, primary screen, cell-based. activation, % at 3.6 µM. cells expressing NPY-Y2, potentiator/agonist read-out. 0.45% of 220,000 active. Neuropeptide Y receptor type 2 (Homo sapiens), P49146; in the data active means activation above about 27%;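 further: cells stimulated with NPY near EC25 plus isoproterenol at EC100; 0% = vehicle plus submaximal agonist and 100% = vehicle plus saturating agonist; some results beyond the cut were filed as inactive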
NPY-Y1 antag: NPY-Y1 receptor antagonists, primary screen, cell-based; AID 1040, 2008; 1% of 200,000 active; inhibition, % at 3.6 µM; HEK293-CNG Y1 cells, membrane potential fluorescence; NPY at EC95, then isoproterenol; Neuropeptide Y receptor type 1 (Homo sapiens), P25929;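 active means inhibition above the campaign mean inhibition of all tested compounds plus 3 SD, cut at about 20% in these data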;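 further: 0% = DMSO wells given NPY plus isoproterenol and 100% = isoproterenol alone without NPY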
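Test system: HEK293 cells co-expressing NPY Y1 receptor and cyclic-nucleotide gated channel; Also added: NPY (25 nM), isoproterenol (1 µM), Ro 20-1724 (25 µM); Compound dosing: one concentration, 3.6 µM, in 0.4% DMSO; Timing: dye 3 h, compound 60 min room temperature, stimulation 45 min; Technique: Membrane-potential fluorescent dye readout.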
Starred values were filed as active, the others as inactive; · = no result given; & = joins results of further samples.

SMILES	TRPML3 ag	zfTRPN1 agonist	NPY-Y1 PAM-ag	EP2 mod	S1P4 ag	CHOP inh	S1P4 antagonist	NPY-Y2 PAM-ag	NPY-Y1 antag
COc1ccc(/C=C/C(=O)C2(O)CCCCC2)cc1OC	0.2	2.0	5	-8	0.7	-25	-2	2	-5
Nc1ccccc1Nc1ccncc1[N+](=O)[O-]	-0.2	-0.2	12	10	-1.9	-4	-11	-2	-2
CCOCCCNC(=O)C(NC(=O)c1ccc(=O)[nH]c1)c1ccc(C)cc1 (stereo not given)	0.4	1.3	17	12	-1.9	-23	-12	3	1
CCCCOC(=O)Nc1ccc(S(=O)(=O)Nc2ncccn2)cc1	0.7	0.1	0	22	-1.1	7	-6	-9	4
CCN(CC)S(=O)(=O)c1cc(NC(=O)CSc2nccn2C)ccc1C	0.3	2.3	10	-22	0.6	11	-1	9	-4
Cc1nc(SCC(=O)OCc2ccccc2)c(C#N)c(-c2ccccc2)c1C(=O)Nc1ccccc1	0.7	0.2	-16	3	-2.8	15	-7	-18	10
COc1cc(OC)cc(C(=O)Nc2ccccc2-c2nnn(CC(N)=O)n2)c1	1.2	3.0	12	-42&-53	-1.9	6	-8	-8	-2
Cc1cc(-c2ccco2)n(CC(=O)NCc2ccccc2)n1	0.1	-0.6	9	3	1.3	12	-1	-3	6
CCC(C)C(NC(=O)c1ccccc1NC(=O)c1ccco1)C(=O)NNC(=O)c1ccncc1 (stereo not given)	0.6	0.3	-15	18	2.4	3	-15	-13	·
Cc1c(Cc2ccccc2)sc(/N=C/c2ccc3ccccc3c2)c1C(N)=O	0.2	0.5	-10	-4	2.1	22	-12	-6	6
O=S(=O)(c1cccc(-c2csc(-c3cccnc3)n2)c1)N1CCCCC1	-1.1	0.0	-13	-20	-0.3	44	-2	-8	4
CCCN(CCC)S(=O)(=O)c1ccc(C(=O)N2CCOCC2)cc1	0.7	2.0	2	-22	-1.4	-40	-9	-2	0
COC(=O)c1cc(Cl)c(NC(=O)c2ccco2)cc1OC	0.3	-1.2	-3	0	-2.8	-8	-7	4	-4
CC12CCC(C(=O)N3CCCCC3)([C@H](Br)C1=O)C2(C)C (stereo not given in full)	0.1	2.3	5	-11	-0.8	-1	6	12	·
O=C(Cn1c(NCCO)nc2ccccc21)N1CCN(Cc2ccccc2)CC1	1.3	0.6	-6	-6	0.6	-2	-4	-16	1

Entries shown so far containing a halogen:
SMILES	TRPML3 ag	zfTRPN1 agonist	NPY-Y1 PAM-ag	EP2 mod	S1P4 ag	CHOP inh	S1P4 antagonist	NPY-Y2 PAM-ag	NPY-Y1 antag
COC(=O)c1cc(Cl)c(NC(=O)c2ccco2)cc1OC	0.3	-1.2	-3	0	-2.8	-8	-7	4	-4
CC12CCC(C(=O)N3CCCCC3)([C@H](Br)C1=O)C2(C)C (stereo not given in full)	0.1	2.3	5	-11	-0.8	-1	6	12	·

Later entries.
SMILES	TRPML3 ag	zfTRPN1 agonist	NPY-Y1 PAM-ag	EP2 mod	S1P4 ag	CHOP inh	S1P4 antagonist	NPY-Y2 PAM-ag	NPY-Y1 antag
O=C(O)CCc1ccc(-c2ccccc2)o1	1.3	-0.7	-12	10	-0.7	-6	-11	-17	14
CC(=O)C1=C(O)C(=O)N(Cc2cccnc2)C1c1ccc(C)cc1 (stereo not given)	-0.6	0.1	-1	22	1.9	-11	2	12	7
CN(C)S(=O)(=O)c1ccc(C(=O)NCCN2C(=O)S/C(=C\c3cccnc3)C2=O)cc1	0.4	3.2	6	3	2.0	8	-8	2	-1
CCCCN1C(=O)C(=O)N(CC(=O)N2N=C3/C(=C/c4ccco4)CCCC3C2c2ccco2)C1=O (stereo not given)	-0.4	-0.8	2	30	1.9	51	8	-5	6
Cc1ccc(CNC(=O)C2CCCN(c3nn4c(=O)cc(C)nc4s3)C2)cc1 (stereo not given)	0.1	0.6	-8	0	-0.8	5	-1	-16	7
COc1ccc(NC(=O)Nc2ccc(C(C)C)cc2)cc1	0.3	0.0	6	-18	1.1	1	7	6	·
CC1CCN(c2oc(-c3ccccc3F)nc2C#N)CC1	0.0	-1.4	-18	50	1.3	60	-7	-11	7
Cc1ccn2c(Nc3ccccc3C)c(-c3ccccn3)nc2c1	-0.1	-3.5	41*	66*	0.2	88*	5	30*	-3
Cc1ccc(S(=O)(=O)N(C)C)cc1N	0.6	1.2	-20	10	0.9	7	2	-6	9
COc1cc(CN2CC(C)CC(C)C2)cc([N+](=O)[O-])c1O (stereo not given)	0.8	0.3	-3	26	-0.7	15	-9	3	-3
COc1ccc2[nH]c(C)c(C(=O)CN(C)C)c2c1	-0.4	-0.1	-6	16	1.8	1	-12	11	-7
COc1ccccc1C1C2CCCCC2(O)CCN1CC(=O)Nc1ccccc1 (stereo not given)	0.6	1.4	-2	15	-2.2	4	13	-7	1
CC(=O)NC1(NC(C)=O)CCN(C)C(c2ccccc2)C1C (stereo not given)	0.7	0.0	1	16	3.4	29	2	11	0
O=C(NC1CCCCC1)N1CCCC1	-0.2	-0.8	7	6	0.2	5	1	-2	1
Cc1cc(=O)oc2cc(OS(C)(=O)=O)ccc12	0.4&0.6	0.0&0.4	5&2	26&8	-1.2&0.0	1&2	8&-20	4&3	2
Cc1c(Br)c(O)c(Br)c2sc(=O)oc12	-0.5	0.7	2	-40	-0.2	-1	-10	29	·
COc1cccc(C2NC(=O)NC(C)=C2C(=O)OCC2CCCO2)c1 (stereo not given)	0.5	0.6	-6	15	0.2	7	-17	1	3
NS(=O)(=O)c1cccnc1Nc1cccc(C(F)(F)F)c1	0.6	0.0	12	-22	-3.6	52	0	9	-7
COC(=O)NC(NC(=S)Nc1ccccc1OC)C(Cl)(Cl)Cl (stereo not given)	0.4	1.6	0	22	-1.5	-1	-13	-11	6
Cc1cccc(OCC(=O)Nc2ccc(C(=O)NCC(C)C)cc2)c1	0.0	-0.1	16	-33	-1.3	22	6	-4	-3
CC(CC(=O)Nc1ncc([N+](=O)[O-])s1)c1ccccc1 (stereo not given)	7.9	15	17	-18&-10	1.1	23	-4	13	-3
COc1ccc(CCNC(=O)CSc2nc3ccccc3o2)cc1	0.4	-0.8	-27	16	2.0	33	-3	4	13
N/C(=N\OC(=O)CCC1CCCC1)c1cccnc1	1.1	1.1	-5	-6	1.0	6	-13	1	-3
Cc1ccc(O)c(NC(=O)c2cccc(S(=O)(=O)N3CCCCC3)c2)c1	-1.0	-1.4	12	-26	1.1	27	4	-12	-4
CCOc1ccc(CNC(=O)CCS(=O)(=O)Cc2cccc(Cl)c2)cc1OC	-0.2	-0.8	9	25	1.2	30	-28	8	2
Cc1nn(C)cc1NC(=O)c1nn(C)cc1[N+](=O)[O-]	0.5	0.5	11	1	0.5	-1	-21	-1	3
CCOC(=O)N1CCN(C(=O)CS(=O)(=O)c2cn(Cc3ccc(Cl)cc3)c3ccccc23)CC1	0.8	2.1	11	-11	-1.5	23	-15	10	4
COc1ccc(C2C(C(C)=O)=C(C)N=c3s/c(=C\c4ccco4)c(=O)n32)c(OC)c1 (stereo not given)	-0.6	-0.6	16	34	-0.6	-13	2	-9	5
O=C(C1CC1)N1CCN=C1SCc1ccccc1Cl	-0.8	-0.2	3	46	-1.9	33	11	-1	4
CCCCN(C)CCNC(=O)c1ccc2c(c1)NC(=O)C(N1CCCCC1)S2 (stereo not given)	0.6	1.1	7	·	2.3	·	-6	-1	-4
O=C(NCc1ccc(F)cc1)c1ccc[nH]1	0.4	-0.4	-10	22	3.1	-8	-8	-8	-5
CCCc1cc(C(=O)N2CCC(N3CCC(C(=O)NC(C)C)CC3)CC2)n(C)n1	0.1	-0.4	-8	3	2.2	6	-24	-3	1
O=C(CSCC(=O)OCn1nnc2ccccc2c1=O)Nc1ccc(Cl)cc1	0.3	2.6	-15	-1	1.5	-11	0	-11	2
COc1ccccc1N1CCN(c2ccc([N+](=O)[O-])cc2Cl)CC1	1.0	-1.4	-10	2	-1.3	54	-9	1	0
O=C(CNC(=O)C1COc2ccccc2O1)N/N=C\c1cccc(O)c1 (stereo not given)	1.2	1.6	11	10	-0.1	16	-13	14	2
COc1ccc(N2C(=O)C3C4C=CC(c5ccccc5)(C3C2=O)C2C(=O)N(c3ccc(OC)cc3)C(=O)C42)cc1 (stereo not given)	1.4	0.4	2	23	-0.7	-8	-13	-15	-1
COc1ccc(NC(=O)CC2C(=O)N(Cc3ccccc3)C(=S)N2CCN2CCOCC2)cc1 (stereo not given)	1.9	1.6	23	-32	-0.8	5	7	16	-2
O=C(CSc1ccc(-c2ccco2)nn1)c1ccc(F)cc1	-0.4	-1.1	-8	12	0.3	-10	-2	-1	5
O=C(Nn1cnc2ccccc2c1=O)c1ccccc1[N+](=O)[O-]	0.8	2.0	2	4	0.7	-33	-5	2	0
CCCc1ncc(C(O)c2ccccc2OC)n1C (stereo not given)	1.4	0.9	-6	2	-0.8	-4	0	-9	0
CCCCCC(O)(CCN1CCCCC1)c1ccc(OCC)cc1 (stereo not given)	0.6	1.4	-9	-28	-1.1	-16	-1	-2	8
Cc1cc(NC(=S)NC(=O)c2ccco2)c2ccccc2n1	0.5	1.1	-1	-32	1.4	16	-8	0	2
CNC(=O)c1ccc2snnc2c1	0.1	0.4	-7	1	-1.7	14	-15	4	-1
Cc1cc(C)c(NC(=O)c2ccccc2C(=O)c2ccccc2)c(C)c1	1.9	0.0	18	-23	0.1	-1	9	7	2
O=Cc1ccnc(-c2ccc(OC(=O)c3ccco3)cc2)n1	1.0	1.1	-11	27	0.9	57	-3	6	1
COC(=O)C1C(=O)NCC1c1ccccc1 (stereo not given)	0.3	0.2	-11	19	-0.1	15	-26	0	4
c1ccc(Cc2nnc(N3CCOCC3)c3ccccc23)cc1	-0.4	-0.4	-3	24	1.0	20	-2	-10	10
O=C(O)c1cnn2c(-c3ccc(F)cc3)ccnc12	1.9	3.8	1	29	0.1	-13	-2	-2	-2
COC(=O)c1cc(OC)c(OC)cc1NC(=O)c1ccco1	0.0	0.5	-3	-10	0.2	5	-15	-4	0
